# AddAB inh: less growth of phage-infected E. coli with AddAB; hit rate 0.29% among 330,000; E. coli expressing H. pylori AddAB, absorbance growth; inhibition, % at 11.9 µM; in the data active = inhibition above about 12%;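 also: 0% = vehicle wells of infected cells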
# MOR-DOR ag: agonists of human mu-delta opioid receptor heterodimerization; cells, OPRM1-OPRD1 heterodimerization, luminescence; P35372+P41143; AID 504326; hit rate 0.3% among 340,000; activation, % at 9.3 µM; in the data active = activation above about 18%;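 also: 0% = vehicle-treated cells and 100% = reference agonist; values of inactives mirror those of a sister screen read the other way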
# OPRM1-OPRD1 inv: inverse agonists of human mu-delta opioid receptor heterodimerization | P35372+P41143 | cell-based MOR-DOR heterodimer luminescence, inverse agonism | inhibition, % at 9.3 µM | hit rate 0.21% among 340,000 | AID 504357; in the data active = inhibition above about 22%, passing the limit was not always enough;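 also: 0% = cells with DMSO and 100% = wells without cells with DMSO; values of inactives mirror those of a sister screen read the other way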
# PfHsp90 set2: inhibits growth of yeast expressing Plasmodium falciparum Hsp90 | inhibition, % at 9.4 µM | S. cerevisiae expressing PfHsp90, BacTiter-Glo ATP, 48 h; yeast lacking PDR1 and PDR3 efflux regulators | AID 504621 | hit rate 0.32% among 310,000;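 active = every replicate shows inhibition above about 80%, whatever the replicate mean, limit read from the data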;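 also: 0% = DMSO neutral controls and 100% = 20 µM radicicol positive controls; yeast relying on Plasmodium falciparum Hsp90 in place of its own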
# E coli growth: reduces bacterial viability in AddAB counter-screen. E. coli V3065 growth, OD600 absorbance, 18 h. inhibition, % at 11.9 µM. hit rate 0.27% among 330,000. AID 449728;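 active = inhibition above the campaign's mean inhibition across all tested compounds plus 3 SD, cut at about 9.9% in these data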;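 also: uninfected addAB+ strain grown without phage in ampicillin broth; 0% = DMSO wells and 100% = ciprofloxacin 0.95 µg/ml wells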
# phage Ecoli inh: E. coli growth loss with phage present | growth absorbance | inhibition, % at 11.9 µM | hit rate 0.26% among 360,000 | AID 651602; in the data active = inhibition above about 11%
# PKA-R1A act: activates the PKA-R1A holoenzyme complex. P00514+P68181. PKA-R1A dissociation, Cy5-IP20 fluorescence polarization; scaled: DMSO 0%, 113 µM cGMP 100%. activation, % at 11.4 µM. hit rate 0.083% among 340,000. AID 504707;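 active = percent activation above the mean of all tested compounds plus 3 SD, cut at about 19% in these data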;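 also: higher means more PKAc released from R1A so a rise in polarization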
# DSG3 Ab inh: blocks pemphigus antibody binding to human desmoglein-3; DSG3-coupled beads, scFv-anti-DSG3-GFP binding, flow cytometry; stronger effect = lower value; P32926; AID 588358; hit rate 0.48% among 310,000; binding (percent of control), % at 10 µM;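 active = binding more than 3 SD below its plate's average and above zero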; also: some compounds called inactive have numbers as strong as hits
# Target sequence (P32926 whole entry, looked up): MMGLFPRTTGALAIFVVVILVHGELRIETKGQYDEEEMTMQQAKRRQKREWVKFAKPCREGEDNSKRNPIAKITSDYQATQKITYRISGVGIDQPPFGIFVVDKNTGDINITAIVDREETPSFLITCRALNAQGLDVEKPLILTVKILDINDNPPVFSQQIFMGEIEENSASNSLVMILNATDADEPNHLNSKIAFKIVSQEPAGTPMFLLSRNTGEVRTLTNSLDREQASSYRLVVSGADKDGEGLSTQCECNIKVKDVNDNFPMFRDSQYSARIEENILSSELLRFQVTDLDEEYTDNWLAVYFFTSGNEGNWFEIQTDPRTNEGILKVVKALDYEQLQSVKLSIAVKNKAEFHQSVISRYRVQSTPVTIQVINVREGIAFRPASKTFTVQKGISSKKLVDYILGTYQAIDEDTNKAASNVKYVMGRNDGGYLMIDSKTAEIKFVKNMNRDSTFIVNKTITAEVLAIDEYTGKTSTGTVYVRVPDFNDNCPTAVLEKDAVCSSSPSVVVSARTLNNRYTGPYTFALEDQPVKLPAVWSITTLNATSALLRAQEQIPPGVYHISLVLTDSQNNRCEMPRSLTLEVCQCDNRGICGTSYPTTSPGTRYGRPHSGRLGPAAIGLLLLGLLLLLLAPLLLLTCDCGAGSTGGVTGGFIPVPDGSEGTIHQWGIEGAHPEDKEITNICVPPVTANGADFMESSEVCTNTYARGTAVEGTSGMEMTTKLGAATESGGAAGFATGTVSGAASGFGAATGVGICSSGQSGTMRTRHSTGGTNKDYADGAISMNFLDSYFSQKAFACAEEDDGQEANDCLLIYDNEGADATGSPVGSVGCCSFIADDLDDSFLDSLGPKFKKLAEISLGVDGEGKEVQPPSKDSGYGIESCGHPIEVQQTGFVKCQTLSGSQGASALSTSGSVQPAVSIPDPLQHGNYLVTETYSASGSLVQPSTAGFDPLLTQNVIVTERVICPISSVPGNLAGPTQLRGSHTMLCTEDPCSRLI
# Arr AP2 block: human beta-arrestin and AP2 interaction inhibition; inhibition, % at 10 µM; FITC-arrestin peptide / GST-AP2 beads, flow cytometry; AP2 beta2 appendage carries R879A mutation; hit rate 0.31% among 340,000;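 active = inhibition above a set limit, near 3 SD of compounds lacking own fluorescence, cut at about 54% in these data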;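 also: plate controls were DMSO wells for no effect and 5 µM unlabelled arrestin peptide for full effect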
#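 Test system: GST-tagged AP2 beta2-adaptin appendage (R879A) on 4 µm glutathione beads; also added: fluorescein-tagged arrestin peptide at 50 nM final; timing: 12 min plus 1 h, RT; signal: flow cytometry, FL1 (488/535 nm); read-out: percent drop in bead-associated FITC signal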
# Tat transport: inhibitors of E. coli Tat protein transport. E. coli MC4100 TorA-mCherry Tat export, fluorescence. inhibition, % at 10 µM. hit rate 0.036% among 340,000;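 active = mean replicate inhibition at least 50% and at least half of replicates individually reaching 50%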;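 also: exported cargo escapes ClpAP degradation while cytoplasmic cargo is degraded and loses fluorescence; 0% = median of neutral control wells and 100% = median of NaSCN control wells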
# Mot1-301 SUMO: blocks SUMOylation pathway, rescuing yeast Mot1-301 growth | growth rescue, % at 18.8 µM | S. cerevisiae Mot1-301 growth rescue, ATP luminescence, 38.5C; percent above DMSO median, 100 means doubled | hit rate 1% among 320,000;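 active = every valid replicate shows activation above 250% relative to neutral control wells; inactive = the rest, any valid replicate at or below 250%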;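 also: OY570 slx delta 5 strain wells were the positive control but not used for scaling; some compounds called inactive have numbers as strong as hits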
# The depositor's hits bear a star; . = not tested or not shown.
SMILES	AddAB inh	MOR-DOR ag	OPRM1-OPRD1 inv	PfHsp90 set2	E coli growth	phage Ecoli inh	PKA-R1A act	DSG3 Ab inh	Arr AP2 block	Tat transport	Mot1-301 SUMO
CC(=O)N(c1ccc(N(C(C)=O)S(=O)(=O)c2cccs2)cc1)S(=O)(=O)c1cccs1	5.7	0.2	-1	.	1.0	1.4	-6	98	-8	2	-3
CC1Cc2ccccc2N1C(=O)Cn1cnc2ccccc21 (centres undefined)	-2.0	.	.	25	2.0	1.7	13	102	-3	3	-2
Cc1ccc(Cl)cc1NC(=O)Nc1c(C)n(C)n(-c2ccccc2)c1=O	-0.8	-3.2	18	19	-1.4	3.6	-1	102	-5	-2	-12
Cc1ccc(-n2c(COc3ccccc3)n[nH]c2=S)cc1	0.2	-2.3	12	25	0.6	3.6	-14	100	-3	-12	3
CC(C)(C)c1nnc(SCC(=O)c2ccccc2)n(N)c1=O	4.2	-1.7	10	4	0.7	2.1	1	124	7	13	28
CC(C)(C)n1nnnc1C(c1cccs1)N(Cc1ccc(Cl)cc1)CC1CCCO1 (centres undefined)	3.7	-2.9	16	-22	-0.2	1.2	-15	76	-2	0	42
CCCCC1=NN2CCS(=O)(=O)N=C2S1	2.4	-0.7	4	-15	3.0	0.6	-9	105	37	-6	11
O=C1NC(=O)/C(=C\c2ccc(OCc3cccc([N+](=O)[O-])c3)cc2)N1	0.6	-2.0	10	.	1.8	2.5	-7	121	23	-6	25
COc1ccc(Cl)cc1S(=O)(=O)Nc1cccc(C(=O)O)c1	-1.6	-3.9	20	0	-0.2	0.2	-7	100	-12	-1	13
COc1ccc(N2CCN(S(=O)(=O)CCNC(=O)c3ccc(Br)o3)CC2)cc1	5.7	0.2	-1	15	2.0	0.6	6	.	42	-9	6
CCCCNC(=O)N(O)C1N(/N=C/c2ccc(N(C)C)cc2)C(=S)SC1(C)C (centres undefined)	-1.6	-1.5	7	11	0.4	-0.9	0	118	-8	8	0
CNCCC=C1c2ccccc2CCc2ccccc21	-2.4	0.8	-4	-6	1.8	3.5	-9	.	22	2	-2
CCc1c(C)nc2ncnn2c1Nc1ccc(C)cc1	3.8	-0.8	5	5	0.2	1.8	9	115	4	2	-21
Cc1nc2c(n1C1CCCCC1)C(=O)c1ccccc1C2=O	-2.6	1.6	-8	-58	-2.9	3.1	-8	99	2	0	295
CCOc1ccc(C/C(N)=N/n2cnnc2)cc1	1.4	-1.9	10	26	0.2	4.2	-8	99	-3	-10	-19
O=C(CN(CCO)c1ccccc1)NC12CC3CC(CC(C3)C1)C2	0.8	0.0	0	7	-3.1	3.6	-8	113	-7	1	.

# Rewritten with two lines to a compound: part of the list above.
# Fields: AddAB inh	MOR-DOR ag	OPRM1-OPRD1 inv	PfHsp90 set2	E coli growth	phage Ecoli inh	PKA-R1A act	DSG3 Ab inh	Arr AP2 block	Tat transport	Mot1-301 SUMO
- CC(C)(C)n1nnnc1C(c1cccs1)N(Cc1ccc(Cl)cc1)CC1CCCO1 (centres undefined)
→ 3.7	-2.9	16	-22	-0.2	1.2	-15	76	-2	0	42
- CCCCC1=NN2CCS(=O)(=O)N=C2S1
→ 2.4	-0.7	4	-15	3.0	0.6	-9	105	37	-6	11
- O=C1NC(=O)/C(=C\c2ccc(OCc3cccc([N+](=O)[O-])c3)cc2)N1
→ 0.6	-2.0	10	.	1.8	2.5	-7	121	23	-6	25
- COc1ccc(Cl)cc1S(=O)(=O)Nc1cccc(C(=O)O)c1
→ -1.6	-3.9	20	0	-0.2	0.2	-7	100	-12	-1	13
- COc1ccc(N2CCN(S(=O)(=O)CCNC(=O)c3ccc(Br)o3)CC2)cc1
→ 5.7	0.2	-1	15	2.0	0.6	6	.	42	-9	6
- CCCCNC(=O)N(O)C1N(/N=C/c2ccc(N(C)C)cc2)C(=S)SC1(C)C (centres undefined)
→ -1.6	-1.5	7	11	0.4	-0.9	0	118	-8	8	0
- CNCCC=C1c2ccccc2CCc2ccccc21
→ -2.4	0.8	-4	-6	1.8	3.5	-9	.	22	2	-2
- CCc1c(C)nc2ncnn2c1Nc1ccc(C)cc1
→ 3.8	-0.8	5	5	0.2	1.8	9	115	4	2	-21
- Cc1nc2c(n1C1CCCCC1)C(=O)c1ccccc1C2=O
→ -2.6	1.6	-8	-58	-2.9	3.1	-8	99	2	0	295
- CCOc1ccc(C/C(N)=N/n2cnnc2)cc1
→ 1.4	-1.9	10	26	0.2	4.2	-8	99	-3	-10	-19
- O=C(CN(CCO)c1ccccc1)NC12CC3CC(CC(C3)C1)C2
→ 0.8	0.0	0	7	-3.1	3.6	-8	113	-7	1	.

# More entries:
SMILES	AddAB inh	MOR-DOR ag	OPRM1-OPRD1 inv	PfHsp90 set2	E coli growth	phage Ecoli inh	PKA-R1A act	DSG3 Ab inh	Arr AP2 block	Tat transport	Mot1-301 SUMO
CCSc1ccccc1C(=O)NCc1cccnc1	3.2	-1.4	7	-6	0.3	2.7	-12	97	14	-1	-19
C=CCNc1nc(-c2cccc(OC)c2O)nc2ccccc12	2.6	0.1	0	.	2.9	0.5	-2	92*	8	-6	1
CCOC(=O)c1c(-c2ccc(-c3ccccc3)cc2)csc1NC(=O)CCN1CCOCC1	-1.8	0.1	-1	21	-1.5	3.3	-14	104	16	1	51
COc1ccc(N2CCN(C(CNS(=O)(=O)c3cccs3)c3cccnc3)CC2)cc1 (centres undefined)	4.2	-0.3	2	-13	-0.3	.	-2	100	-8	-4	-1
CC(=O)c1c(C)[nH]c(C(=O)OC(C)C(=O)Nc2cc(S(=O)(=O)N3CCCCC3)ccc2Cl)c1C (centres undefined)	6.0	0.4	-2	-17	0.5	2.0	3	101	19	0	-10
CC(C)CCN=CC1=C(O)CC(c2ccccc2)CC1=O (centres undefined)	-2.2	-2.1	12	19	-3.3	5.4	-7	101	-20	-12	-24
CN1CCCC1CCNS(=O)(=O)c1ccc(Br)cc1 (centres undefined)	2.9	-1.8	7	14	3.4	1.6	-6	.	-11	-8	12
CCCc1nc2sc3c(c2c(=O)n1NC(=O)CCC(=O)OC)CCCC3	2.9	-0.2	1	19	-0.8	1.7	-5	95	0	6	-14
CCOC(=O)c1[nH]c(C)c(CN(Cc2ccco2)C(=O)C(F)(F)F)c1C	-1.9	7.8	-44	-7	-1.8	1.3	-14	94	-1	7	-1
O=C(CCc1nc2ccccc2c(=O)[nH]1)OCC(=O)N1CCc2ccccc21	-1.0	-1.6	9	2	0.2	2.0	-6	101	0	-6	7
O=C(NNC(=O)c1ccc(F)cc1)c1ccncc1	0.4	-0.8	4	-9	1.3	1.4	3	132	-25	-8	2
O=[N+]([O-])c1ccc(NN=Cc2cccc3ccccc23)cc1	.	0.2	-1	3	.	1.6	10	104	29	-6	.
COc1ccc(C(=O)n2c(SC)nc3cc4c(cc32)OCCO4)cc1	0.3	0.3	-1	14	-1.2	-0.9	-2	97	4	4	-29
Cc1cccc(C(=O)OC(C)C(=O)Nc2ccc(S(=O)(=O)N3CCCC3)cc2)c1O (centres undefined)	0.5	3.9	-25	.	2.0	2.8	-1	103	4	-2	-16
CCc1ccc(N(C(=O)c2csnn2)C(C(=O)NC2CCCC2)c2cccnc2)cc1 (centres undefined)	2.9	1.1	-9	3	0.6	1.9	-15	101	12	-6	165
CC1CN(Cc2ccccc2)c2nc3c(c(=O)[nH]c(=O)n3C)n2C1 (centres undefined)	2.8	-2.6	14	-6	-0.5	-0.5	-8	109	-8	-4	475*
COc1ccc(CNC(=O)CN2C(=O)NC3(CCCCCC3)C2=O)cc1	1.2	0.5	-2	-43	-3.3	1.9	-2	113	1	3	-13
CC1=CC(C)(C)N(C(=O)CN2C(=O)CCC2=O)c2ccccc21	1.5	-2.3	11	11	-0.3	3.2	-5	97	2	9	-16
CC(/C=C/c1ccccc1)=N/NC(=O)CNC(=O)c1ccc2c(c1)OCO2	0.8	-1.1	6	11	-0.1	1.9	5	98	3	6	-2
O=C1OC2(c3ccccc31)c1ccccc1-c1ccccc12	.	-1.9	10	-10	.	3.6	4	93	0	0	.
COC(=O)c1ccc(S(=O)(=O)NCc2ccco2)o1	1.6	-0.2	1	2	0.0	3.2	3	105	5	-8	-12
COC(=O)CCC(=O)N(C)CC1CCCN(CCc2cccc(C(F)(F)F)c2)C1 (centres undefined)	4.7	2.2	-10	4	0.7	2.5	-13	102	13	3	2
COCCNC(=O)c1ccc(Cl)c(Cl)c1	2.2	2.0	-11	5	1.5	2.8	2	109	7	-20	-12
CN(C)S(=O)(=O)c1ccc(Cl)c(NC(=O)c2ccncc2)c1	1.9	0.6	-3	10	-1.0	3.5	-2	104	11	-7	-8
O=[N+]([O-])c1cccc(-c2ccc(/C=N/Nc3nc(N4CCCCC4)nc(N4CCCCC4)n3)o2)c1	-0.7	-2.5	14	-5	-4.6	5.5	-6	103	12	-5	-3
O=C(Cc1ccc(Cl)cc1)NCC(=O)N1CCCCC1	-3.7	-3.0	14	.	-1.9	1.4	-6	112	1	-1	-3
CC(C)Oc1ccc(C(=O)N(Cc2ccco2)C2CCS(=O)(=O)C2)cc1 (centres undefined)	0.3	-2.4	14	9	0.7	2.4	-13	110	15	7	0
COc1ccc(-c2coc3cc(OC)cc(OC)c3c2=O)cc1	4.2	-2.4	12	7	0.2	1.8	4	99	0	6	5
O=C1[C@H]2[C@@H](/C=C/c3ccccc3)N3C(=O)CN(CC4CC4)C(=O)[C@@]3(Cc3ccccc3)[C@H]2C(=O)N1c1ccccc1	0.6	-2.1	12	4	0.9	-0.8	2	100	-4	0	-1
CC(C)C(CO)NC(=O)CC(=O)NC(CO)C(C)C (centres undefined)	-1.7	0.0	0	14	-2.7	-0.8	-1	90	-5	0	-7
Cc1cc(C)c(NS(=O)(=O)c2ccc(NC(=O)CCC(=O)O)cc2)c(C)c1	2.7	-3.2	18	10	-1.8	3.3	-11	101	1	2	21
CCN(CC)CCNS(=O)(=O)c1ccc2c3c(cccc13)C(=O)N2	3.3	-1.2	6	-23	-0.7	1.2	-3	94	9	-4	5

# Assay outcomes (PubChem BioAssay)
